FBW7 activator: FBW7 E3 ligase activators, primary screen, biochemical, AlphaScreen, human. AlphaScreen FBW7–phospho-cyclin E peptide binding, activator screen. F-box/WD repeat-containing protein 7 (Homo sapiens), Q969H0. normalized activity (activation), % at 26.1 µM. 0.13% of 650,000 active. AID 1259310, 2017; in the data active = normalized activity above about 1.9%;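 note: purified mutant Fbw7 with reduced substrate affinity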
GPR151 activ: activators of human GPR151, primary screen, cell-based, PathHunter beta-arrestin, luminescence; AID 1508602, 2020; activation, % at 11.2 µM; PathHunter beta-arrestin GPR151 cells; 1% of 650,000 active; in the data active = activation above about 4.9%;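 note: 0% = median of compound wells and 100% = cells with positive control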
Target sequence (Q8TDV0 whole entry, looked up): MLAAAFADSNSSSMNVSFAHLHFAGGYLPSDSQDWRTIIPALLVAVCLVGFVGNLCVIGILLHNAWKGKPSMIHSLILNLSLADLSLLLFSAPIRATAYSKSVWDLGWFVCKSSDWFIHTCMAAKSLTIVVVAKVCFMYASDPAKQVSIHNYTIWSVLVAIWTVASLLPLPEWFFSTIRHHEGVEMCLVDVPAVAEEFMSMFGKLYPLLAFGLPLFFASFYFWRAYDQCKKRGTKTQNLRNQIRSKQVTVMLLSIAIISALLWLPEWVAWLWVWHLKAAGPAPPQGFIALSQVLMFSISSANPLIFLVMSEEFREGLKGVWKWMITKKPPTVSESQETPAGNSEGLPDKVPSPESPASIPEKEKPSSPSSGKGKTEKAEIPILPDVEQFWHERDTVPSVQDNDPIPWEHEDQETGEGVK
MITF inh: MITF inhibitors, primary screen, biochemical, AlphaScreen, human | Microphthalmia-associated transcription factor (Homo sapiens), O75030 | AlphaScreen MITF homodimerization, bead proximity signal | inhibition, % at 2.6 µM | 0.91% of 650,000 active; in the data active = inhibition above about 50%;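 note: 0% = vehicle wells with protein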
Target sequence (O75030 whole entry, looked up): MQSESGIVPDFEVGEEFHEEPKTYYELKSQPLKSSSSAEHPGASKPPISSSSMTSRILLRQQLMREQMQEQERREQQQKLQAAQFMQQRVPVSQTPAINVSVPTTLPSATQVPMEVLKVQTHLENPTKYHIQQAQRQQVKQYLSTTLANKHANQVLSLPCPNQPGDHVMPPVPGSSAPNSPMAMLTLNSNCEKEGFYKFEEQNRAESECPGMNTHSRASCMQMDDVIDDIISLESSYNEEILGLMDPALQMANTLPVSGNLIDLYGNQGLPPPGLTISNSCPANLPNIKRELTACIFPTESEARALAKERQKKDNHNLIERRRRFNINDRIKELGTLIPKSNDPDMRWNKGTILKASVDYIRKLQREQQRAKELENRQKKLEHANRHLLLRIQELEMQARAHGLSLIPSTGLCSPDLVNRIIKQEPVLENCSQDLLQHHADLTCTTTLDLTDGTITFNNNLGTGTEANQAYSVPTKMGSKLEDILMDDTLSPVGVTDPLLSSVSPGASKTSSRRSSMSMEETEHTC
TEAD-YAP inh: TEAD-YAP interaction inhibition, primary screen, TEAD-YAP interaction inhibitor project, luminescence, HEK-TIYL cells; inhibition, % at 9.12 µM; TEAD-Gal4/YAP UAS-luciferase luminescence; 1.4% of 640,000 active; in the data active = inhibition above about 32%;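 note: 0% = median of test compound wells and 100% = reference inhibitor wells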
The depositor's hits bear a star.

Molecule,FBW7 activator,GPR151 activ,MITF inh,TEAD-YAP inh
CCOC(=O)C1CCCN(c2c(NCCc3ccccc3)c(=O)c2=O)C1 (configuration not stated),0.7,2.4,4.1,4.9
O=C(CSc1ncc(-c2ccccc2)nn1)NCc1ccco1,0.0,-1.6,8.4,5.2
OCCC1CN(Cc2cc3ccccc3s2)CCN1C1CCCC1 (configuration not stated),0.2,-1.5,13.2,2.3
CCC(C)(C)n1nnnc1C(CC(C)C)N1CCN(C(=O)c2ccco2)CC1 (configuration not stated),-0.1,0.6,3.4,7.6
CC1=C(C#N)C(=O)NC(=O)/C1=C/c1ccc(N(C)C)cc1,-0.1,1.1,12.8,16.6
COc1ccc(-c2nc3ccc(Cl)cn3c2NCC2CCCO2)cc1O (configuration not stated),-0.2,1.3,-8.9,4.1
Cc1ccccc1-n1nc2c(c1NC(=O)c1ccc(C(=O)c3ccccc3)cc1)CSC2,0.2,1.0,11.2,-6.2
O=C(CCN1C(=O)/C(=C/c2cccs2)SC1=S)Nc1ccccc1,-0.1,1.0,6.2,-2.0
CN(C)C(=O)CSc1nnc(NC(=O)/C=C/c2ccccc2)s1,0.1,2.2,3.5,-19.8
COc1ccc(C(=O)N/C(=C\c2ccc([N+](=O)[O-])cc2)C(=O)Nc2cccc(C(C)=O)c2)cc1Br,0.2,0.8,-0.4,-3.7
O=C(Cn1ccc2ccccc2c1=O)NCCC(=O)Nc1cccc(C(F)(F)F)c1,0.1,-0.2,13.7,7.5
O=C(c1ccco1)N1CCc2ccccc2C1,0.0,-2.5,1.7,-13.3
CCC(Sc1nnc(-c2ccccc2)c(-c2ccccc2)n1)C(=O)N1CCC(C)CC1 (configuration not stated),0.0,0.9,10.2,-1.9
CCC(=O)N1N=C(c2ccc(F)cc2)CC1c1ccc(OC)cc1 (configuration not stated),-0.3,0.0,-0.9,-23.8
O=C(NCCn1nnn(-c2ccccc2)c1=O)c1n[nH]c(=O)c2ccccc12,1.3,0.5,5.6,6.8
Cc1nccn1CCNC(=O)c1nc2ccccc2s1,-0.1,0.0,7.4,13.9
COc1ccc(CC(=O)Nc2c3c(nn2-c2ccc(F)cc2)CS(=O)C3)cc1OC (configuration not stated),-0.2,-0.3,3.7,14.6
O=C(CSc1nnc(-c2ccc(Cl)cc2Cl)o1)Nc1ccc(F)cc1,0.0,1.6,5.0,-2.2
COc1cc(C)c(Br)cc1S(=O)(=O)N1CCc2ccccc21,-0.1,-0.4,-1.5,5.0
CCOc1cc(C#N)ccc1OCC(=O)Nc1ccc(Cl)cc1,0.1,2.0,-10.1,-5.6
CCOC(=O)c1sc2ncnc(Nc3cc(F)ccc3C)c2c1C,0.3,0.6,1.1,21.4
CC(C)Nc1c2ccccc2nc2ccccc12,0.3,0.9,-5.2,73.5*
CCOc1ccc(N2CC(O)(c3cccc([N+](=O)[O-])c3)[N+]3=C2CCCC3)cc1 (configuration not stated),0.0,-1.8,0.3,-2.1
O=C(Nn1c(-c2ccncc2)nc2ccccc2c1=O)c1cccc(Cl)c1,-0.1,-0.4,-7.5,2.9
COc1ccc(CCNC(=O)c2nc(-c3cccnc3)no2)cc1OC,0.2,3.4,-7.1,-12.4

Single records, from the list above:
Entry for COc1ccc(-c2nc3ccc(Cl)cn3c2NCC2CCCO2)cc1O (configuration not stated) → FBW7 activator = -0.2; GPR151 activ = 1.3; MITF inh = -8.9; TEAD-YAP inh = 4.1
Entry for CCOC(=O)C1CCCN(c2c(NCCc3ccccc3)c(=O)c2=O)C1 (configuration not stated) → FBW7 activator = 0.7; GPR151 activ = 2.4; MITF inh = 4.1; TEAD-YAP inh = 4.9

Continuation.
Molecule,FBW7 activator,GPR151 activ,MITF inh,TEAD-YAP inh
CCOCCOC(=O)C1=C(C)NC2=C(C(=O)CCC2)C1c1cc(Br)c(O)c(OC)c1 (configuration not stated),-0.1,0.3,-6.3,9.6
CC(=O)Nc1ccc(S(=O)(=O)NNC(=O)c2ccc3c(c2)OCO3)cc1,0.2,-2.3,11.0,4.0
CCCc1nnc2sc(NC(=O)COc3ccc(OC)cc3)nn12,0.6,0.3,13.2,-3.7
O=C(Cn1nnc(-c2ccc(N3CCOCC3)cc2)n1)N1CCN(c2ccccc2)CC1,0.0,0.9,-1.7,-4.8
Cc1cc(Br)ccc1NC(=O)CN1C(=O)C2CC=CCC2C1=O (configuration not stated),-0.1,0.0,13.1,15.3
CCC(=O)N1CCc2cc(S(=O)(=O)NC(C(=O)O)C(C)C)ccc21 (configuration not stated),0.0,1.2,10.1,2.5
Cc1ccc2oc(=O)c3cnn(CC(=O)N(C)c4ccccc4Cl)c3c2c1,0.5,0.0,4.2,5.0
O=C1OCCN(Cc2ccc([N+](=O)[O-])cc2)C1=O,-0.2,2.0,-15.4,-3.8
Cc1nn(C)cc1C(=O)Nc1cc(Cl)ccc1Cl,0.1,-0.5,-2.0,-1.4
Nc1c(N(CCO)C(=O)COc2ccc(Cl)cc2)c(=O)[nH]c(=O)n1Cc1ccccc1,-0.2,-0.9,-0.2,0.8
O=C(CC(=O)c1ccc2ccccc2c1O)c1ccco1,0.4,-1.3,-3.7,-49.1
FC(F)(F)c1ccccc1CN1CCN(Cc2ccncc2)CC1,0.2,0.7,71.1*,3.8
Cc1nc(N2CCCCC2C)c2c(C)c(C(=O)N3CCN(c4ccccc4F)CC3)sc2n1 (configuration not stated),0.5,0.2,6.6,-23.1
CCc1ccc(Nc2nn3c(=O)c4ccccc4nc3s2)cc1,-0.2,-0.8,-7.3,-4.5
O=C1C2C3c4ccccc4C(c4ccccc43)C2C(=O)N1c1ccccc1I (configuration not stated),-0.4,2.4,-6.8,-1.3
CCOC(=O)c1nnn(-c2ccc(Br)cc2)c1C(=O)OCC,1.1,-1.4,16.4,-6.7
Cc1ccc2c(c1)-c1c(cnn1CC(=O)NC1CC1)CO2,0.6,6.1*,6.4,20.9
O=C(Cn1cc2c(n1)CCCCC2)Nc1c(F)c(F)cc(F)c1F,0.2,-1.5,12.8,-4.2
CCOC(=O)C1(Cc2cccc(F)c2)CCN(C(=O)C2CCOCC2)CC1,0.2,0.4,-0.7,14.8
COc1cccc(/C=C2\Oc3ccc(O)cc3C2=O)c1O,0.0,-7.8,3.4,96.7*
Cc1ccc(CC(=O)N2CCCC(c3nc4c(nnn4Cc4cccs4)c(=O)[nH]3)C2)cc1 (configuration not stated),0.1,-1.7,12.6,9.7
CC1(C)CC(NC(=O)c2ccncc2)CC(C)(C)N1,0.5,-1.4,-6.3,-10.8
O=C(c1ccccn1)N1CCN(C(=O)c2ccccn2)CC1,0.0,-0.3,-11.1,2.2
CN1C(=O)CCC12CCN(Cc1ccc3nsnc3c1)CC2,0.1,1.6,8.2,7.2
O=C(CN(c1ccc(Cl)c(Cl)c1)S(=O)(=O)c1ccccc1)Nc1ccc([N+](=O)[O-])cc1,0.0,-1.6,-2.9,2.6
CCOC(=S)N/C(=N\S(=O)(=O)c1ccc(Cl)cc1)c1ccccc1,0.1,-0.9,-7.3,-7.3
CCS(=O)(=O)N1CCCc2cc(NC(=O)Nc3ccc(F)cc3)ccc21,0.0,1.4,-9.1,-39.9
CC1Oc2ccccc2N(Cc2ccccc2)C1=O (configuration not stated),0.0,-1.0,1.8,-4.1
CCOc1ccc(NC(=O)c2ccc(NC(=S)NCCN3CCOCC3)cc2)cc1,0.0,0.0,-3.3,-6.3
Cc1ccc(Cl)cc1N1CCN(c2c(-c3ccc4c(c3)OCC(=O)N4)c(=O)c2=O)CC1,0.1,4.2,-6.1,61.1*
CCCCCNS(=O)(=O)c1ccc(SCC(=O)OCC)c([N+](=O)[O-])c1,0.0,-0.8,-8.9,-1.5
COc1cccc(CN2CCc3nnc(CCNC(=O)c4ccco4)n3CC2)c1OC,0.4,2.4,5.4,-6.5
COC(=O)c1ccc2nc(-c3ccc4c(c3)OCO4)c(Br)n2c1,-0.1,-2.3,-4.6,-7.1
COc1cc(/C=N/NC(=O)c2cccc(F)c2)ccc1C,0.0,-1.0,-3.9,-35.9
COC(=O)c1cc(OC)c(OC)cc1NC(=S)N1CCc2ccccc2C1,-0.2,-1.4,1.0,3.9
CCN1CCN(C(=O)Nc2cccc(F)c2)CC1,-0.1,-0.6,12.1,8.9
Cc1cc(NC(=O)c2ccc(NC(=O)C(C)Oc3ccccc3)cc2)no1 (configuration not stated),0.1,1.1,-5.5,4.8
O=C(CSc1nc2nc[nH]c2c(=O)[nH]1)NC1CCCCC1,0.0,-1.0,2.9,-2.5
COc1ccc(Nc2nc3nonc3n3cnnc23)cc1,0.3,-0.4,18.0,7.4
CC1=C(C(=O)OCc2ccccc2)C(c2ccc(C)o2)C2=C(CCCC2=O)N1 (configuration not stated),0.1,0.9,5.2,3.2
COc1ccc2cc3cc(C(=O)Nc4ccccc4OC)oc3nc2c1,0.8,-1.0,16.8,6.5
CC1=C(c2ccc(Cl)cc2)NN=C(/N=C/c2ccco2)S1,0.0,0.1,8.5,-1.2
CCOC(=O)c1c(NC(=O)C2CC2)sc(C(=O)Nc2ccccc2F)c1C,-0.1,0.6,-4.0,-25.8
COc1cccc(NC(=O)c2ccc(-c3ccc(O)cc3)nc2NCC2CC2)c1,-0.1,1.0,-0.2,-10.5
CCn1c(N2CCN(C(=O)Nc3ccc(C#N)cc3)CC2)nc2ccccc21,0.2,1.2,12.4,3.0
COc1cccc(-c2n[nH]c3c2C(c2ccc(C)cc2)NC3=O)c1 (configuration not stated),0.0,0.8,-2.8,1.6
C=CCNC(=S)N1CCN(CCN=CC2=C(O)CC(c3ccccc3)CC2=O)CC1 (configuration not stated),0.1,-0.5,10.7,5.5
CS(=O)(=O)c1ccc(-c2nnn(CC(=O)O)n2)cc1,0.0,0.9,-1.3,-2.0
CCN1CCN(S(=O)(=O)c2ccc(-c3ccc(C)cc3)cc2)CC1,-0.2,0.9,7.5,7.1
Cc1ccc(NC(=O)COc2ccc(-n3cnnn3)cc2)cc1C,0.2,0.2,7.2,3.6

The closing 2 records of the section above lead into the next.
Molecule,FBW7 activator,GPR151 activ,MITF inh,TEAD-YAP inh
CCN1CCN(S(=O)(=O)c2ccc(-c3ccc(C)cc3)cc2)CC1,-0.2,0.9,7.5,7.1
Cc1ccc(NC(=O)COc2ccc(-n3cnnn3)cc2)cc1C,0.2,0.2,7.2,3.6
CO[C@@H]1[C@@H](O[C@@H]2O[C@H](C)[C@@H](O[C@H]3C[C@@](C)(O)[C@@H](OC(=O)CC(C)C)[C@H](C)O3)[C@H](N(C)C)[C@H]2O)[C@@H](CC=O)C[C@@H](C)[C@@H](O)/C=C/C=C/C[C@@H](C)OC(=O)C[C@H]1OC(C)=O,0.2,-0.4,21.0,19.6
COc1ccc(Cl)cc1NC(=O)Cn1nc2n(C)c3ccccc3n2c(=O)c1=O,0.5,-0.4,-1.1,3.6
Cc1ccc(NC(=O)c2c(-c3ccccc3Cl)noc2C)cc1,0.2,-1.8,17.2,2.0
O=C(CCCc1ccccc1)Nc1ccc(Cl)cc1C(=O)O,0.0,0.6,8.3,-21.3
O=S(=O)(NCc1ccsc1)c1ccccc1,-0.1,-0.4,10.3,6.2
CCNc1nc(NCC)n2c(SCC(=O)Nc3ccc(C)c(C)c3)nnc2n1,-0.1,-1.7,22.3,6.6
O=C(OCc1ccccc1)C1CCCN1C(=O)c1cccs1 (configuration not stated),0.0,-1.3,-4.9,-5.9
CC(C)(C)c1ccc(NS(=O)(=O)c2ccc(Cl)s2)cc1,-0.1,1.7,5.8,-3.1
Cc1nc(NCc2c(F)ccc(F)c2F)sc1-c1ccn(C)n1,-0.1,1.9,-4.3,-12.2
S=C(c1cn(Cc2ccc(Cl)cc2)c2ccccc12)N1CCOCC1,-0.1,0.7,3.8,-4.7
COc1ccc(Cl)cc1C(=O)Nc1cc(-c2nc3ccccc3o2)ccc1Cl,-0.1,-0.9,0.1,-41.6
